# Assay outcomes deposited in PubChem BioAssay by Emory University Molecular Libraries Screening Center.
# 14-3-3g Raf: modulators of 14-3-3 gamma protein binding, primary screen, biochemical, fluorescence polarization; 14-3-3 protein gamma (Homo sapiens), P61981; FP, 14-3-3gamma / TMR-pS259-Raf peptide binding; inhibition, % at 40 µM; 160,000 compounds, 0.19% hits; AID 422, 2006; in the data active = inhibition above about 30%;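 also: 0% = protein plus tracer without compound and 100% = blank with tracer alone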
# Target sequence (P61981 whole entry, looked up): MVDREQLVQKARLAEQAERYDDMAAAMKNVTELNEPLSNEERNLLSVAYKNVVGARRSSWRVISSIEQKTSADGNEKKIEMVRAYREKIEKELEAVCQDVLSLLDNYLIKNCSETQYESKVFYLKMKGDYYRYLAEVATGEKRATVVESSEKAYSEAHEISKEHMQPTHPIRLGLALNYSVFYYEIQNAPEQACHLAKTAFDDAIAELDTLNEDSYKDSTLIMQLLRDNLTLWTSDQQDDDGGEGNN
# Numbers without * were called inactive; & = joins results of further samples.
# Preview (2 entries):
smiles,14-3-3g Raf
O=C(CSc1nc2ccc(N3CCOCC3)cc2c(=O)n1Cc1ccccc1)Nc1cccc(C(F)(F)F)c1,-10
CC1CC(=O)N(CC(=O)Nc2ccc3c(c2)OCCO3)c2ccccc2S1 (stereo not given),-3

# All compounds of this part, previewed entries included:
smiles,14-3-3g Raf
O=C(CSc1nc2ccc(N3CCOCC3)cc2c(=O)n1Cc1ccccc1)Nc1cccc(C(F)(F)F)c1,-10
CC1CC(=O)N(CC(=O)Nc2ccc3c(c2)OCCO3)c2ccccc2S1 (stereo not given),-3
COc1cccc2cc(C3=Nn4c(nnc4-c4ccccc4Br)SC3)c(=O)oc12,-10
O=C1CN(CCc2ccccc2)CC(=O)N1CCc1ccccc1,166*
Cc1cc([N+](=O)[O-])nn1CC(=O)NCc1cccs1,-1
CCOC(=O)C1=C(C)NC2(O)c3ccccc3C(=O)C12O (stereo not given),-5
CC(c1nnnn1C1CCCCC1)N(Cc1ccccc1)Cc1cccnc1 (stereo not given),-3
Cc1ccc(NCc2ccccc2CO)cc1,-25
Cc1cc(OCc2cn3cccnc3n2)ccc1Cl,-23
CC1CC(C)CN(S(=O)(=O)c2ccc(C(=O)Nc3cc(C(F)(F)F)ccc3Cl)cc2)C1 (stereo not given),7
COc1ccc(-c2cc(C(F)(F)F)n3nc(C(=O)N4CCOCC4)c(Cl)c3n2)cc1,-5
O=C(O)COc1ccc2oc3c(c2c1)CCCC3,0
Cc1ccc(CNC(=O)CCc2nc3sc4c(c3c(=O)[nH]2)CCCC4)cc1,-1
O=C(Nc1cccc(-c2nc3ccccc3o2)c1)c1cccc(OCc2ccccc2)c1,-350
O=C(Nc1nc2c(s1)CCCC2=O)c1cnccn1,-12
CCOc1ccc(CCNC(=O)CCc2nc(-c3ccc(C)cc3)no2)cc1OCC,-5
O=C(Cc1csc(Nc2nc(=S)[nH]c3ccccc23)n1)NCc1ccccc1,-15
COc1ccc(S(=O)(=O)CCC(=O)NC2CCCCC2)cc1,-10
O=C(Cn1cnc2c(nnn2Cc2ccccc2F)c1=O)OCc1ccccc1,-13
Cc1ccc(N(CC(=O)N2CCn3c2nc2ccccc23)S(=O)(=O)c2c(C)n[nH]c2C)cc1,1
Cc1c(Cl)c([N+](=O)[O-])nn1CC(=O)Nc1cc(Oc2ccccc2)cc(Oc2cccnc2)c1,-8
COc1cc(CCN2C(=O)c3cccc4cccc(c34)C2=O)c(S(=O)(=O)N2CCN(c3ccccn3)CC2)cc1OC,-2
CCOc1ccccc1NC(=O)CCS(=O)(=O)c1ccc(Br)s1,-4
CCC(=O)c1ccc(CCCCCC(=O)O)s1,-6
CCC1CCCCN1Cc1nc2c(c(=O)n(C)c(=O)n2C)n1CCOC (stereo not given),-2
Oc1ccc(I)nc1CCc1ccccc1,-4
O=C(O)c1ccc(NC(=O)c2cc3cc([N+](=O)[O-])ccc3oc2=O)cc1,-2
Cc1ccc(C)c(CSc2nc3nc(C)cc(C)n3n2)c1,-7
COc1ccc(OC)c(C2Nc3ccc4ccccc4c3C3=C2C(=O)CC(C)(C)C3)c1 (stereo not given),-25
O=C(CCS(=O)(=O)c1ccc(Br)cc1)NC1CCN(Cc2ccccc2)CC1,3

# In a second layout: results already given
O=C(Cn1cnc2c(nnn2Cc2ccccc2F)c1=O)OCc1ccccc1
- 14-3-3g Raf: -13
Cc1ccc(N(CC(=O)N2CCn3c2nc2ccccc23)S(=O)(=O)c2c(C)n[nH]c2C)cc1
- 14-3-3g Raf: 1

# New compounds follow:
smiles,14-3-3g Raf
CC(Oc1ccc(Cl)cc1Cl)C(=O)Nc1ccc(N2CCN(C)CC2)cc1 (stereo not given),-7
CCOC(=O)C1=C(C)NN=C(C)C1,-2
O=S(=O)(Nc1ccc(-c2csc(-c3ccccc3)n2)cc1)c1ccc(Cl)cc1,-7
Cc1nn2c3c(cnc2c1-c1ccccc1)C(=O)CC(C)C3 (stereo not given),5
CCOC(=O)c1c(NC(=O)CCC(=O)O)sc2c1CCCC2=O,5
O=C(COc1ccc(S(=O)(=O)Nc2ccccc2)cc1)N1CCOCC1,2
O=C(NCc1ccco1)c1cc(-c2cccs2)on1,-4&-12
CCOC(=O)c1[nH]cc(-c2ccccc2)c1N1CCOCC1,11
Cc1nc(NC(=O)CSc2nnc(C)n2CC2CCCO2)sc1C (stereo not given),4
Cc1ccc(SC(C)c2nc(-c3ccccc3)no2)cc1 (stereo not given),0
CCOC(=O)CNS(=O)(=O)c1cc(-c2n[nH]c(=O)c3ccccc23)ccc1C,-5&-5
Cc1ccc(-c2nc3c(C)cccn3c2Nc2ccc3c(c2)OCCO3)cc1,-4
CCCCc1nc(NCc2ccccc2)c(C#N)c2c1CCCC2,-8
O=C(Nc1c2c(nn1-c1ccc(F)cc1)CSC2)c1ccc(S(=O)(=O)N2CCCC2)cc1,-9
O=C(c1cc(-c2cccs2)on1)N1CCCCC1,-10&-23
O=C(Nc1ccccc1)N(Cc1cccnc1)Cc1ccccc1Cl,-3
CCCCCn1c(CNC(=O)CCC)nc2ccccc21,5&-6
O=c1c2sc3ccccc3c2[nH]c(=S)n1CCCN1CCN(c2ccccc2F)CC1,0
O=S(=O)(Nc1ccc(O)cc1)c1cccc2cccnc12,-4
COc1ccc(-c2cc(C(F)(F)F)n3ncc(C(=O)NCc4ccccc4Cl)c3n2)cc1OC,-9
Cc1ccccc1NC1CC(C)N(C(=O)c2ccc(F)cc2)c2c(C)cccc21 (stereo not given),2
O=C1Nc2ccc(S(=O)(=O)Nc3ccc4oc(=O)sc4c3)c3cccc1c23,-12
C=CCNC12CC3CC(CC(C3)C1)C2,-3
Cc1c(C(=O)N2c3ccc(F)cc3CCC2C)sc2ncn(CC(=O)N3CCCCC3)c(=O)c12 (stereo not given),-16
Fc1cccc(Nc2nc(-c3ccccc3F)nc3ccccc23)c1,-2
O=C1CCCCC1Sc1nc2ccccc2s1 (stereo not given),-2
CCN(CC)CCCNC(=O)c1ccc2c(c1)NC(=O)CS2,-6
CC(=O)Nc1ccc(Nc2nc(-c3sc(NC(=O)c4ccccc4)nc3C)cs2)cc1,-1
Cc1ccc(C(=O)Nc2c3c(nn2-c2ccc(Oc4ccccc4)cc2)CSC3)cc1,5
Nc1nnn(Cc2ccccc2)n1,-12
CCOc1ccc(NC(=O)N2CCC(NC(=O)c3ccco3)CC2)cc1,-9
COc1cccc(NC(=O)C(C#N)Cc2ccncc2)c1 (stereo not given),-3
O=C(c1cccnc1)N1CCN(CCCc2ccccc2)CC1,0
COc1ccc(C(=O)N2CCN(c3ccccc3F)CC2)cc1,-1
Cc1ccc(NC(=O)c2ccccc2NC(=O)c2cccc(S(=O)(=O)N3CCOCC3)c2)c(C)c1,3
C=CCN(c1ccccc1)S(=O)(=O)c1ccc2[nH]cc(C(=O)NCc3ccco3)c(=O)c2c1,-11
COc1ccccc1Nc1nc(-c2ccccc2O)nc2ccccc12,-2
O=[N+]([O-])c1cccc(CSc2nnc(-c3cccc(F)c3)n2-c2ccccc2)c1,6
CCC(C)(C)NC(=O)C(c1cccs1)N(CC1CCCO1)C(=O)Cn1nnc2ccccc21 (stereo not given),-6
CCOC(=O)C1CCCN(C(=O)c2ccccc2SCCOC)C1 (stereo not given),-1
Cc1ccc(C(=O)Nc2ccc(NC(=O)c3ccccc3)cc2)cc1,1
CCC(C)NC(=O)CSc1nc2cc(OC)c(OC)cc2c2nc(-c3ccccc3)nn12 (stereo not given),1
COc1ccc(C2C3C(=O)N(c4ccc(C)cc4)C(=O)C3ON2c2ccccc2C)c(OC)c1 (stereo not given),-2
O=C(CCCn1c2ccccc2c(=O)c2ccccc21)Nc1ccccc1,-6
CSc1nnc(Nc2ccccc2)n1-c1ccccc1,-1
COc1ccc(S(=O)(=O)NCc2ccncc2)cc1OC,-4
Cc1cc(C)c(Cc2c(C)nc3c(C(=O)n4ccnc4)cnn3c2C)c(C)c1,-9
CC(C)c1ccc(NC(=O)C2C3C=CC4(O3)C2C(=O)N(Cc2ccc3c(c2)OCO3)C4C(=O)NC2CCCCC2)cc1 (stereo not given),-6
CC(C)(CC(=O)O)CC(=O)Nc1sc2c(c1C(N)=O)CCCC2,7
CCOC(=O)c1ccc(N2CCOCC2)c([N+](=O)[O-])c1,-8
Cc1ccc(S(=O)(=O)NC(C)C2COc3ccccc3O2)cc1 (stereo not given),4
COc1cc(NC(=O)Cc2c(C(=O)O)[nH]c3ccccc23)cc(OC)c1OC,-2
O=C(CSc1ccccc1)N1CCN(c2ccccc2)CC1,-7
COCCNC(=O)Cn1nc(C(F)(F)F)c(Br)c1C,0
COC(=O)Cn1cnc2c(nnn2-c2cccc(Cl)c2)c1=O,-5
O=C(CSc1nnnn1C1CCCCC1)Nc1nc2c(s1)CCCC2,8
CCOC(=O)CSc1cn2c(n1)CCC2,-12&3
COc1ccc(O)c(C2NC(C)(C(=O)O)C3C(=O)N(Cc4ccccc4)C(=O)C23)c1 (stereo not given),11
COc1ccc(C(=O)Nc2cccc(OC(=O)c3cc(S(=O)(=O)N4CCOCC4)ccc3Cl)c2)cc1,-20
CC1CCCC(NC(=O)Cn2c(=O)[nH]c3ccsc3c2=O)C1C (stereo not given),-3

# Shown with values ahead of the structure: 4 of the compounds above
14-3-3g Raf | SMILES
-12 | O=C(Nc1nc2c(s1)CCCC2=O)c1cnccn1
-2 | CCC1CCCCN1Cc1nc2c(c(=O)n(C)c(=O)n2C)n1CCOC (stereo not given)
0 | Cc1ccc(SC(C)c2nc(-c3ccccc3)no2)cc1 (stereo not given)
-11 | C=CCN(c1ccccc1)S(=O)(=O)c1ccc2[nH]cc(C(=O)NCc3ccco3)c(=O)c2c1

# The list continues:
molecule	14-3-3g Raf
CCOC(=O)C1=C(C)NC2=C(C(=O)CC(C)(C)C2)C1c1ccccc1C(F)(F)F (stereo not given)	13
CCNC(=O)N1C(CC(=O)OCC)C(=O)NC2CCCCC21 (stereo not given)	-54
COCCN1C(=O)c2ccccc2C(C(=O)Nc2ccc(Cl)cn2)C1c1cn(C)c2ccccc12 (stereo not given)	-6
Cc1ccccc1N1C(=O)c2ccc(Oc3ccc([N+](=O)[O-])cc3)cc2C1=O	1
N#Cc1c(NC(=O)CSc2nc(N)cc(=O)[nH]2)sc2c1CCCCCC2	-5&-1
CCOC(=O)C1=C(C)NC2=C(C(=O)C(C(=O)OC)C(C)C2)C1c1cccc(Oc2ccccc2)c1 (stereo not given)	8
CCc1ccccc1NC(=O)c1cc(C)on1	-4
Cc1ccc2c(C)nc(/N=C(\N)NC(=O)c3ccccc3)nc2c1	-2
Cc1ccc(NC(=O)CN(C)S(=O)(=O)c2cccc3cccnc23)cc1	-3
COc1ccc(N=Cc2c(Nc3ccc(Cl)cc3)nc3c(C)cccn3c2=O)cc1	-9
COc1ccc(-n2nc3c(c2NC(=O)C24CC5CC(CC(C5)C2)C4)CS(=O)C3)cc1 (stereo not given)	0
CCOC(=O)C1C(=O)OC2(CCOC(C)(C)C2)C1C(=O)OCC (stereo not given)	5&1
CCN(CC)CCC(=O)N1N=C(c2ccc(C)cc2)CC1c1ccc(OC)cc1 (stereo not given)	3
CCCN1CCC(NC(=O)Nc2ccc(F)cc2F)CC1	5
O=c1c2sccc2nc(SCc2ccccc2Cl)n1-c1ccc(F)cc1	1
Cc1ccc(C2CC(C(F)(F)F)n3nc(C(=O)NCc4c(C)nn(C)c4C)c(Cl)c3N2)cc1 (stereo not given)	2
Cc1cc(O)c(C=Nc2ccc(F)cc2)c(C)c1Cl	2
COCCNC(=O)c1nn2c(C(F)(F)F)c3c(nc2c1Cl)-c1ccccc1CC3	7
Cc1nc(SCC(=O)c2ccc3c(c2)OCO3)c2c3c(sc2n1)CCCC3	-8
CCCNS(=O)(=O)c1ccc(NC(C)=O)cc1	5
Cc1cc2nc(-c3ccc(SCC(=O)N4CCOCC4)nc3)[nH]c2cc1C	-13
COc1ccc([N+](=O)[O-])cc1NC(=O)c1cn(CC(C)C)c(=O)c2cc(OC)c(OC)cc12	2
CCCCOC(=O)c1sc2nc3c(cc2c1N)C(=O)CCC3	-15
COc1ccc(C2=NN(CC(=O)NC3CCCC(C)C3C)C(=O)CC2)cc1 (stereo not given)	1
Oc1c(CN2CCOCC2)cc(-c2ccccc2)cc1CN1CCOCC1	7
Cc1ccc(S(=O)(=O)N2CCN(S(=O)(=O)c3ccc(C)cc3)C3OCCOC32)cc1 (stereo not given)	-6
Cc1ccc(OCc2nc(-c3ccc(Br)cc3)no2)cc1C	-12
CC(=O)c1c(O)c2ccccc2oc1=O	-56
CC(C)(C)n1ncc2c(=O)n(CC(=O)N3CCCCCC3)cnc21	-6
C=CCNC(=O)C1CCC(Cn2c(=O)[nH]c3ccsc3c2=O)CC1 (stereo not given)	-2
O=C1c2ccccc2C(=O)c2c1cccc2N1CCN(CC=Cc2ccccc2)CC1	-30
Cc1ccc(S(=O)(=O)N2CCN(c3nc(C)nc4sc5c(c34)CCCC5)CC2)cc1	-10
C=CCSc1nnc2c(n1)OC(c1ccc(OCC)c(C)c1)Nc1ccccc1-2 (stereo not given)	-68
COc1cc(OC)cc(C(=O)Nc2nc3ccc(Cl)cc3s2)c1	-3
Cc1cc(OC(=O)c2cc3ccccc3o2)cc(C)c1Cl	-19
O=C(Nc1c2c(nn1-c1ccc(Cl)cc1)CSC2)c1cc(Cl)ccc1[N+](=O)[O-]	2

# Marked active in 14-3-3g Raf, among the entries above:
molecule	14-3-3g Raf
O=C1CN(CCc2ccccc2)CC(=O)N1CCc1ccccc1	166*

# (further entries)
molecule	14-3-3g Raf
COc1ccc(NC(=O)c2cc3nc(-c4ccc(OC)c(OC)c4)cc(C(F)(F)F)n3n2)cc1OC	-1
O=C(CSc1nc2ccccc2o1)Nc1nc2ccccc2s1	-8
CCOc1cc(C2C(C(=O)OC)=CN(C(C)C)C=C2C(=O)OC)cc(Br)c1O	0
O=C(Oc1cccc(-n2cnnn2)c1)C1CCCCC1	1

# The list is partial; count on the stated rates, not on these rows.
